Pol iota inh: DNA polymerase iota (human) inhibition | Pol iota fluorescent replication assay, 10 min | Q9UNA4 | hit rate 1% among 390,000 | Potency, µM (series often up to 115 µM), inactives show at the highest dose activity, negative = inhibition, usual class: inhibitors; note: potency is the fitted concentration of half-maximal effect
Target sequence (Q9UNA4 whole entry, looked up): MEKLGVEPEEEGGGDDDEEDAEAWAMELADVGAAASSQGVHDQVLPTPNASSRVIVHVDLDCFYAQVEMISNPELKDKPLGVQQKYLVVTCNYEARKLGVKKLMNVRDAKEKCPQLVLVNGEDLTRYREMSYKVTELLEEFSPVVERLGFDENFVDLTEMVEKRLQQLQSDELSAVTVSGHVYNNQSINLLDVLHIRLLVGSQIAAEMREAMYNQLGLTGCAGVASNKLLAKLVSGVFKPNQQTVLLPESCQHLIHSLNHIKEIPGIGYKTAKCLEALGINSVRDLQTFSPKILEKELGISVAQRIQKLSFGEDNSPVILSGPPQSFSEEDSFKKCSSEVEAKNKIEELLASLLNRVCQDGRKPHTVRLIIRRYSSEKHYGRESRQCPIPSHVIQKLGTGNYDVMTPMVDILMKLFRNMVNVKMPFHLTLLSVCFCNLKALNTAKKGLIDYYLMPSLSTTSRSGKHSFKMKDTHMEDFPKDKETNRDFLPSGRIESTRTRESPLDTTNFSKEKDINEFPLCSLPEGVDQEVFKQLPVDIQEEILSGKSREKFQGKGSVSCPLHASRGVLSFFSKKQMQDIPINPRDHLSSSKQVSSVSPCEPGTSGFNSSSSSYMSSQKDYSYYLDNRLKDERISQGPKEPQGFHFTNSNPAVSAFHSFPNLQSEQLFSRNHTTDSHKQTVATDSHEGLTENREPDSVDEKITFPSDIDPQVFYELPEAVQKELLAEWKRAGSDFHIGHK
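Fluorescent replication assay read twice, at 0 min and 10 min after adding 50 nM (final) substrate. Enzyme (10 nM) and compounds were first incubated 15 min at room temperature; enzyme-free buffer wells were negative controls.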
APEX1 inh: inhibitors of human APE1 endonuclease | P27695 | recombinant APE1, TAMRA/BHQ-2 abasic DNA cleavage fluorescence | Potency, µM (top dose mostly 65.8 µM), for inactives: at the top dose activity change, negative = inhibition, hits mostly inhibitors | hit rate 0.35% among 350,000 | AID 2517;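 note: potency is the fitted concentration of half-maximal effect; plate controls were vehicle for no effect and reference inhibitor for full effect; nearly all actives have a fitted effect of over 55% in size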
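0.75 nM APE1 + cpd, 15 min RT; start w/ 50 nM TAMRA/BHQ-2 THF-abasic dsDNA; kinetic fluor 525/598 nm ×3 reads @60 s; Δ(read3−read1); normalized to DMSO and NSC13755 control wells.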
Anesthetic bind: candidate novel general anesthetic via apoferritin binding; Potency, µM (titrated, usually from 77.5 µM), for inactives: at the top dose activity change, negative = displacement, most hits filed as inhibitors; hit rate 0.074% among 350,000; apoferritin/1-aminoanthracene competitive binding, fluorescence; P02791; note: potency is the fitted concentration of half-maximal effect; % is set by controls: 0 for no effect and ±100 for the full control effect; nearly all actives have a fitted effect of over 20% in size
Target sequence (P02791 2-175 limits assumed): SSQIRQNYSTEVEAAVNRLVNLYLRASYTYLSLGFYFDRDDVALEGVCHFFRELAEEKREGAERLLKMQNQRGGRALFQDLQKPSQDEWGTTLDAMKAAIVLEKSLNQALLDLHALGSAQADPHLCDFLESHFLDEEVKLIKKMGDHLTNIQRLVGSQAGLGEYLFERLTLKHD
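Probe: 1-aminoanthracene (50% saturated, PBS). Protein: horse-spleen apoferritin, 10 uM. Incubation: 10 min, room temperature. Detection: 380 nm excitation, 535 nm emission. Analysis: normalized response, four-parameter Hill.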
Pol kappa inh: blocks human DNA polymerase kappa activity; purified Pol kappa, fluorescent DNA synthesis assay, 10 min; hit rate 0.53% among 400,000; AID 588579; Potency, µM (series often up to 107 µM), for the others: at the top dose activity, negative = inhibition, actives largely listed as inhibitors; Q9UBT6; note: potency is the fitted concentration of half-maximal effect; % is set by controls: 0 for no effect and ±100 for the full control effect
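Activity was followed as the change in fluorescence between reads at 0 and 10 min after starting the reaction with 50 nM substrate. Beforehand, 10 nM polymerase had been preincubated with compound for 15 min at room temperature.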
GRP78 ERSR act: induces the endoplasmic reticulum stress response in human glioma cells; U87-MG GRP78 promoter luciferase reporter, 16 h; Potency, µM, for inactives: at the highest dose activation, actives largely listed as activators; hit rate 0.02% among 420,000; note: potency is the fitted concentration of half-maximal effect; series mostly up to about 76 µM; % of control where 0% means no effect; nearly all actives have a fitted effect of over 35% in size
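Stably transfected U87-MG human glioma cells carrying a GRP78-based luminescent sensor were seeded at 1000 cells/well, pin-dosed with compounds and incubated 16 h. Luciferase reagent was then added, and end-point luminescence was read after 10 min at room temperature.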
LDHA block: inhibitors of human lactate dehydrogenase A. hit rate 0.15% among 480,000. activity change, % (values are at about 110 or 230 µM). purified LDHA, NADH/diaphorase-resazurin fluorescence; stronger effect = lower value. P00338; in the data active = activity change below about -30%; inconclusive = mostly about -25% to -30%;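 note: plate controls were DMSO wells for no effect and wells without enzyme for full effect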
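Resorufin fluorescence (ex540/em590), read at 0 and 20 min after diaphorase/resazurin addition, reports the NADH left after a 5 min room-temperature reaction of 2 nM human LDH5 with 0.06 mM NADH and 0.2 mM pyruvate.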
BLM inh: Bloom syndrome helicase (human) inhibition; recombinant BLM DNA unwinding, fluorescence dequenching; hit rate 0.2% among 350,000; P54132; Potency, µM (highest dose often 56.1 µM), for inactives: at the highest dose activity change, negative = inhibition, actives largely listed as inhibitors;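 note: potency is the fitted concentration of half-maximal effect; plate controls were vehicle for no effect and no enzyme for full effect; nearly all actives have a fitted effect of over 35% in size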
Pol beta inh: DNA polymerase beta (human) inhibition | P06746 | Pol beta primer extension/strand displacement, fluorescence kinetic | Potency, µM (doses to about 114 µM), for inactives: at the highest dose activity change, negative = inhibition, usual class: inhibitors | hit rate 1.3% among 340,000 | AID 485314; note: potency is the fitted concentration of half-maximal effect; % is set by controls: 0 for no effect and ±100 for the full control effect
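Enzyme-only controls used 10 nM Pol beta; buffer lacking enzyme served as negative control. Compound preincubated 15 min, then 50 nM substrate added; 0 and 10 min reads at room temperature.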
Pol eta inh: inhibitors of human DNA polymerase eta. Q9Y253. recombinant Pol eta, fluorescent DNA replication assay. Potency, µM (top dose mostly 114 µM), for inactives: top-dose activity change, negative = inhibition, usual class: inhibitors. hit rate 1.2% among 390,000. AID 588591; note: potency is the fitted concentration of half-maximal effect; % is set by controls: 0 for no effect and ±100 for the full control effect
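Pol eta at 10 nM preincubated with compounds 15 min at room temperature; reaction started with fluorescent substrate (50 nM final) and read kinetically at 0 and 10 min.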
An asterisk follows results filed as active; ? = inconclusive; . = no result given; & = joins results of further samples; [ ] = another dose, or the depositor's remark. Unless noted, calls come from the whole dose curve; as a rule, active = well fitted curve in the direction sought with a large enough effect; inconclusive = small, poorly fitted or top-dose-only effect, or another doubt; inactive = no such curve, though single readings can be large; an effect the other way counts as inactive or inconclusive. This is a subset; rates above refer to the full screens.

SMILES	Pol iota inh	APEX1 inh	Anesthetic bind	Pol kappa inh	GRP78 ERSR act	LDHA block	BLM inh	Pol beta inh	Pol eta inh
COc1ccccc1-n1c(SCC(=O)N2CCCCC2)nc(O)c(Cc2ccccc2)c1=O	13%	9%	-8%	-7%	-4%	-4	-4%	-11%	-10%
COc1ccc(C(=O)COC(=O)c2cccc(NC(=O)c3ccc(OC)c(OC)c3)c2)cc1	2%	.	?	10%	-5%	2	-6%	?	-20%
CS(=O)(=O)c1ccc(Cl)c(NC(=O)COc2ccc3c(c2)CCC3)c1	13%	9%	.	-6%	-4%	0	.	.	-7%
O=C1C2C3C=CC(C3=C(c3ccccc3)c3ccccc3)C2C(=O)N1CCO (centres undefined)	1%	-1%	-17%	-13%	-2%	-2	-11%	-5%	-6%
CC1Sc2ccc(S(=O)(=O)CCC(=O)N3CCN(c4ccccc4F)CC3)cc2NC1=O (centres undefined)	36%[activator]	24%	4%	1%	4%	-5	-4%	-1%	-7%
O=C(O)C(NS(=O)(=O)c1cccc2nsnc12)c1ccccc1 (centres undefined)	-12%	0%	-8%	-3%	-6%	-4	0%	21%	46%[activator]
O=C(NCc1csc2ccc(Cl)cc12)Nc1cccc2ccccc12	70%[activator]	-2%	-6%	-2%	-2%	4	0%	2%	-20%
C/C(=N\Nc1nc(N2CCCCC2)nc(N2CCOCC2)n1)c1ccccc1O	25%	-1%	-14%	-23%	-5%	-10	-3%	?	-24%
CCN(C(=O)c1cc2c(=O)oc3ccccc3c2s1)c1ccc(C)c(C)c1	9%	.	-18%	-10%	-3%	-5	-9%	32%[activator]	-29%
O=C1CCc2ccccc2N1	33%[activator]	-7%	5%	2%	-5%	1	-3%	22%	-18%
Cc1cccc(-c2cc3nc4c(c(N5CCCC(O)C5)n3n2)CCC4)c1 (centres undefined)	1%	10%	9%	-16%	0%	3	-7%	-16%	-10%
COc1ccccc1CNC(=O)COC(=O)C1CCN(S(=O)(=O)c2ccc(C)c(C)c2)CC1	9%	-8%	.	-19%	-6%	-3	.	.	-8%
COCCN(C(=O)CCCC(=O)Nc1ccccn1)C(C(=O)NC1CCCCC1)c1ccc(C)cc1 (centres undefined)	14%	11%	-9%	1%	2%	-4	-4%	10%	-2%
CCOc1ccccc1N(CC(=O)NC1CCCCC1)S(C)(=O)=O	28%	1%	-10%	-1%	-2%	-4	2%	12%	-8%
Cc1cc(C)nc(-n2nc(C)c3c2NC(=O)CC3c2ccccc2OC(C)C)n1 (centres undefined)	3%	.	-3%	0%	-3%	-4	-2%	-13%	-13%

Quoted at random: five entries already listed.
SMILES	Pol iota inh	APEX1 inh	Anesthetic bind	Pol kappa inh	GRP78 ERSR act	LDHA block	BLM inh	Pol beta inh	Pol eta inh
Cc1cc(C)nc(-n2nc(C)c3c2NC(=O)CC3c2ccccc2OC(C)C)n1 (centres undefined)	3%	.	-3%	0%	-3%	-4	-2%	-13%	-13%
O=C(O)C(NS(=O)(=O)c1cccc2nsnc12)c1ccccc1 (centres undefined)	-12%	0%	-8%	-3%	-6%	-4	0%	21%	46%[activator]
CCN(C(=O)c1cc2c(=O)oc3ccccc3c2s1)c1ccc(C)c(C)c1	9%	.	-18%	-10%	-3%	-5	-9%	32%[activator]	-29%
CC1Sc2ccc(S(=O)(=O)CCC(=O)N3CCN(c4ccccc4F)CC3)cc2NC1=O (centres undefined)	36%[activator]	24%	4%	1%	4%	-5	-4%	-1%	-7%
O=C(NCc1csc2ccc(Cl)cc12)Nc1cccc2ccccc12	70%[activator]	-2%	-6%	-2%	-2%	4	0%	2%	-20%

Next part.
SMILES	Pol iota inh	APEX1 inh	Anesthetic bind	Pol kappa inh	GRP78 ERSR act	LDHA block	BLM inh	Pol beta inh	Pol eta inh
Cc1ccc(N=Nc2c(O)ccc3n[nH]nc23)cc1	-7%	-8%	-12%	-1%	-5%	12	-5%	5%	-20%
C/C(=N\NC(=O)c1ccccc1F)c1cccc(NC(=O)c2ccccc2)c1	19%	36%	-7%	1%	-4%	-1	-2%	4%	-24%
COc1ccc(NS(=O)(=O)c2cccc(NC(=O)c3ccccn3)c2)cc1	5%	3%	6%	4%	-2%	-1	-10%	0%	-6%
Cc1cc(C(=O)CSc2nncn2C)c(C)n1-c1ccccc1	14%	0%	-10%	-5%	-8%	-4	-7%	19%	-3%
Cc1ccc2c(c1)c1ncnc(N3CCC4(CC3)OCCO4)c1n2C	.	-10%	134%[activator]	.	.	.	2%	27%	.
CC(=O)Nc1ccc(N2C(=O)C3C4CC(=O)C(c5ccccc54)C3C2=O)cc1 (centres undefined)	-2%	-5%	-4%	9%	-3%	-1	2%	1%	-8%
CC(C)(C)c1ccc(CS(=O)(=O)CC(O)CN2CCCC2=O)cc1 (centres undefined)	-20%	2%	1%	3%	-3%	-11	-2%	40%	4%
Nc1c2c(nc3c1CCC3)CCCC2	.	2%	0%	5%[19.4 µM]	-1%	.	-6%&5%	2%	.
CSc1ncccc1C(=O)N1CCN(S(=O)(=O)c2cc(C)ccc2C)CC1	-8%	43%[activator]	0%	2%	-4%	-5	-4%	0%	-22%
CN(CC(=O)Nc1ccc(Cl)c(C(F)(F)F)c1)C(=O)C1CCC1	6%	2%	.	-19%	-2%	-4	.	.	-13%
Brc1cccc(CN2CCN(c3ncccn3)CC2)c1	13%	25%	-13%	2%	-2%	-12	-6%	1%	-14%
CSc1ccc(/C=N/S(=O)(=O)c2ccccc2)cc1	66%[activator]	50%[activator]	-7%	12%	-3%	0	-2%	-9%	-7%
CC1(C)Cc2ccccc2C(N/N=C/c2ccc([N+](=O)[O-])cc2)=N1	26%	-3%	-15%	8%	-1%	-2	-3%	-12%	-10%
COc1cccc(N2CC(C(=O)Nc3nnc(SCC(=O)Nc4cc(C)on4)s3)CC2=O)c1 (centres undefined)	103%[activator]	0%	-4%	-17%	-4%	-4	-3%	-1%	-6%
O=C(OCC(=O)N1CCN(c2ccccc2)CC1)c1ccc2ccccc2n1	21%	-6%	-22%	-2%	-1%	-9	-6%	5%	-13%
Cc1cc2nc(-c3ccc(SCC(=O)N4CCN(C(=O)c5ccco5)CC4)nc3)[nH]c2cc1C	?	-9%	-19%	?	2%	0	1%	35µM*	79µM*
COC(=O)c1ccc2c(=O)n(CCCCCC(=O)NCc3ccc(Cl)cc3)c(=O)[nH]c2c1	6%	.	10%	-4%[60.1 µM]	0%	-2	-20%	10%	-8%
COCCN(C(=O)COC(=O)/C=C/c1cccc(OC)c1)c1c(N)n(CC(C)C)c(=O)[nH]c1=O	12%	-10%	.	-9%	-2%	-8	.	.	1%
CC(=O)c1cccc(NC(=O)C2CCN(S(=O)(=O)c3ccc(C)cc3)CC2)c1	-2%	1%	-6%	-24%	3%	-4	4%	14%	-10%
Cc1ccc(/C=N/NC(=O)c2cc(-c3ccccc3)nc3ccccc23)o1	-5%	-18%	-14%	-10%	2%	-3	-9%	-16%	5%
Cc1cnc(=O)[nH]c1SCc1ccc([N+](=O)[O-])cc1	11%	-9%	-6%	-5%	-4%	-11	-3%	13%	-8%
O=C(C1CCCN1S(=O)(=O)c1cccc2cccnc12)N1CCn2c1nc1ccccc12 (centres undefined)	-12%	11%	-14%	-7%	-1%	-2	4%	12%	3%
CCOC(=O)c1c(NC(=O)OC)sc2c1CCC2	7%	-1%	-3%	-3%	-3%	-1	-4%	-6%	-8%
CCNS(=O)(=O)c1ccc(CCC(=O)Nc2ccc(C(=O)OC)cc2)cc1	16%	0%	-7%	-16%	-3%	-3	-7%	-13%	-5%
Cc1ccc2nc3c(cc2c1)c(NC(=O)C(C)(C)C)nn3CC(C)C	-23%	-15%	6%	-7%	-1%	-4	0%	4%	0%
Cc1ccc(N2CCCCn3c2nc2c3c(=O)[nH]c(=O)n2C)cc1	3%	-5%	-11%	-12%	-3%	-4	2%	5%	-13%
CCCNC(=S)N1CCN(C)CC1	12%	4%	-1%	-11%	-3%	-17	1%	4%	-3%
Cc1ccc(S(=O)(=O)NC(C(=O)N2CCOCCOCCOCC2)c2ccccc2)cc1 (centres undefined)	117%[activator]	2%	-9%	-1%	2%	-13	-3%	-7%	-14%
COc1ccccc1-c1cc(C(F)(F)F)nc(N2CCN(c3ccccc3)CC2)n1	-2%	-1%	-6%	-6%	-4%	0	-1%	79%	-19%
COc1ccc(Cl)cc1N(CC(=O)N(C)C)S(=O)(=O)c1ccc(C)c([N+](=O)[O-])c1	23%	19%	-18%	-5%	-2%	0	-3%	20%	-20%
COCCNC(=S)Nc1ccccc1[N+](=O)[O-]	28%	19%	1%	8%	1%	-1	-6%	13%	-21%
CCC(Sc1nc2cc(OC)c(OC)cc2c(=O)n1Cc1ccc(Cl)cc1)C(=O)NCCOC (centres undefined)	-2%	.	9%	3%[60.1 µM]	-1%	1	-2%	-28%	10%
CCN(CC)S(=O)(=O)c1ccc(N2CCOCC2)c(NC(=S)NC(=O)c2ccco2)c1	?	-2%	-21%	-7%	0%	4	-10%	4%	-22%
COc1ccc(CNC(=O)COC(=O)c2ccc(OCc3c(C)noc3C)cc2)cc1OC	-1%	0%	2%	-3%	-4%	-8	-2%	79µM*	-11%
O=C(Nc1ccccc1N1CCCC1)c1cccnc1Cl	0%	-5%	6%	1%	-3%	-4	4%	4%	3%
COc1ccc(-n2nnnc2SC(C)C(=O)NC2CCCC2)cc1 (centres undefined)	11%	-6%	.	-11%	0%	-4	.	.	-4%
Cc1ccc(S(=O)(=O)Nc2cc3c(cc2Cl)n(C)c(=O)c(=O)n3C)cc1	7%	.	-3%	-16%	-4%	0	-1%	0%	-3%
CN(CC(=O)Nc1ccc(Cl)c(C(F)(F)F)c1)C(=O)c1ccc(S(=O)(=O)N2CCOCC2)cc1	16%	.	.	-6%	0%	3	.	.	?
CCN(CC)CC(O)CNc1ccnc2c(Cl)ccc(Cl)c12 (centres undefined)	28%	.	.	11%	-5%	2	.	.	-6%
Cn1c(=NC(=O)c2ccccc2[N+](=O)[O-])sc2cc(S(C)(=O)=O)ccc21	27%	13%	-2%	-10%	-4%	-7	-1%	25%	?

Source: PubChem BioAssay (National Center for Advancing Translational Sciences (NCATS))
